tolC growth inh = growth inhibitors of E. coli tolC mutant, primary screen, strain BW25113 ΔtolC::kan, 384-well; OD615; growth inhibition, % at 10 µM (by protocol); hit rate 2.2% among 65,000; AID 573, 2007;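 active = growth inhibition at or above a cutoff equal to the mean over every tested compound plus 3 SD, cut at about 60% in these data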;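 also: growth measured after 20 h incubation at 37 °C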
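Assay system: tolC-deleted E. coli BW25113. Medium: kanamycin-containing LB broth (50 µg/mL). Dosing: 10 µM final, single dose. Timing: bacterial growth with compound for 20 h at 37 °C. Detection: A615 absorbance measurement. Read-out basis: growth inhibition in percent.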
SF1 activator = activators of human SF-1, primary screen, cell-based, CHO-K1, Gal4-SF-1 LBD, luciferase luminescence; Steroidogenic factor 1 (Homo sapiens), Q13285; CHO-K1 Gal4-SF-1 LBD luciferase reporter; % increase over DMSO SF-1-specific signal; activation, % at 10 µM; hit rate 1.9% among 65,000;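 active = activation above the mean activation of all tested compounds plus 3 SD, cut at about 50% in these data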
Target sequence (Q13285 whole entry, looked up, the tested form may be a part): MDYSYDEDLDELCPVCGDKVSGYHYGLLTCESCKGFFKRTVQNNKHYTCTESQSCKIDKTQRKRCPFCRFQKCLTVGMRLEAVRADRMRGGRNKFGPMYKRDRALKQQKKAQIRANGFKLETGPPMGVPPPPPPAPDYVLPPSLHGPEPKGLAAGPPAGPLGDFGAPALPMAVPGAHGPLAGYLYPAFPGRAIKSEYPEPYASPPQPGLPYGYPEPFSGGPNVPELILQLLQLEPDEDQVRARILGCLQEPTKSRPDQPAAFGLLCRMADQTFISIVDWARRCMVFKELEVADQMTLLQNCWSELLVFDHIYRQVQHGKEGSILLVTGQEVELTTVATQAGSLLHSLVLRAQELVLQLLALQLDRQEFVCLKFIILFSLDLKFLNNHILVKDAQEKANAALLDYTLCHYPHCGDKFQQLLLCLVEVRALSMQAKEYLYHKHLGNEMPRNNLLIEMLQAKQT
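System: CHO-K1 cells with Gal4–hSF-1 LBD chimera plus Gal4-driven luciferase; quantity: 4,000 CHO-K1 cells per well; compound: one dose, 10 µM compound, 1% DMSO; times: 20 h compound treatment, 37 °C; measured by: SteadyLite luciferase luminescence; read-out: percent activation versus DMSO; benchmarks: DMSO and mock-transfected background; replicates: one test per compound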
MMP13 inh = human MMP13 inhibitors, primary screen, biochemical, FRET peptide cleavage; inhibition, % at 4 µM; hit rate 0.07% among 65,000; MMP-13 fTHP FRET cleavage, Mca fluorescence; AID 570, 2006; Collagenase 3 (Homo sapiens), P45452;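 active = inhibition above the mean of compound-free control plate wells plus 3 SD, cut at about 14% in these data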;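 also: 0% = DMSO wells and 100% = wells with reference MMP-13 inhibitor after basal subtraction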
5HT1E ag = 5-HT1E receptor agonists, primary screen, cell-based, HTS | CHO 5-HT1E Ga15 NFAT-bla reporter, FRET; 0% DMSO wells, 100% control agonist wells | AID 574, 2007 | activation, % at 6 µM | hit rate 0.69% among 65,000;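 active = activation above a set limit, the screen-wide mean activation plus 3 SD, cut at about 8.5% in these data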;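 also: 100% = positive control agonist at 1 µM giving full maximal response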
NADH enzymes = inhibitors of PK/LDH coupling enzymes, profiling panel, artefact control, biochemical, MLSMR library; AID 774, 2007; hit rate 0.02% among 65,000; IC50, µM (series often up to 10 µM), for inactives: at the highest dose inhibition; coupled PK/LDH NADH assays, four targets;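 active = single-dose screening hits from any of four coupled enzyme assays that gave an IC50 when retested across doses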;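 also: the DPM-DC format reads NADH fluorescence rather than 340 nm absorbance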
RORa activator = activators of orphan receptor RORA, primary screen, cell-based, luminescence; Nuclear receptor ROR-alpha (Homo sapiens), P35398; CHO-K1 Gal4-RORA LBD luciferase reporter; percent increase over mock-subtracted basal signal; activation, % at 10 µM; hit rate 1.5% among 65,000; AID 560, 2006;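 active = activation above the mean of all tested compounds plus 3 SD, cut at about 49% in these data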;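 also: 0% = DMSO-treated RORA cells and 100% = added signal equal to DMSO minus mock-transfected cells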
Target sequence (P35398 whole entry, looked up, the tested form may be a part): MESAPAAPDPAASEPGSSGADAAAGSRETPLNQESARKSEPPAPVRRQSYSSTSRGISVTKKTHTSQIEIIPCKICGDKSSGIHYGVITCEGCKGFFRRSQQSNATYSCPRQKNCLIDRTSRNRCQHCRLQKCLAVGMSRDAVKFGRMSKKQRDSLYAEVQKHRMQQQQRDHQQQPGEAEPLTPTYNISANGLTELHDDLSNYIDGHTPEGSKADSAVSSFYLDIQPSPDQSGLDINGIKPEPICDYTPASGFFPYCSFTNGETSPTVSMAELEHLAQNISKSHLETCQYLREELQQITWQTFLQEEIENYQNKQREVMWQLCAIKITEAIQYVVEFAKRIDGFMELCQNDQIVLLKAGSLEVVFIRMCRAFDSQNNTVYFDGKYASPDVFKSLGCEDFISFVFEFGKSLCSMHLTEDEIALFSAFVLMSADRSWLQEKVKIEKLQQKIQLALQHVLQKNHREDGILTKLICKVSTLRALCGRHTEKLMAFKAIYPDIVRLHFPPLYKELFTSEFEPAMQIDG
HTR1E antagonist = 5-HT1E receptor antagonists, primary screen, cell-based, HTS. CHO 5-HT1E Ga15 NFAT-bla reporter, FRET, antagonist. inhibition, % at 6 µM. hit rate 0.99% among 65,000. AID 571, 2007;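 active = inhibition above a set limit, the mean inhibition across every tested compound plus 3 SD, cut at about 29% in these data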;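 also: signal is the 460 over 535 nm emission ratio of beta-lactamase substrate; 0% = agonist plus DMSO wells and 100% = wells without agonist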
HTR1A agonist = human 5-HT1a receptor agonists, primary screen, cell-based, CHO, Ga15 NFAT-bla reporter | AID 567, 2006 | activation, % at 10 µM | 5-hydroxytryptamine receptor 1A (Homo sapiens), P08908 | hit rate 0.56% among 65,000 | CHO 5-HT1a Ga15 NFAT-bla reporter, FRET ratio; 0% basal, 100% maximal reference agonist;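 active = activation above the screen-wide mean activation plus 3 SD, cut at about 19% in these data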;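 also: 0% = DMSO wells and 100% = 5-CT at EC100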
5HT1a antag = human 5-HT1a receptor antagonists, primary screen, cell-based, CHO, Ga15 NFAT-bla reporter. hit rate 0.68% among 62,000. inhibition, % at 10 µM. 5-hydroxytryptamine receptor 1A (Homo sapiens), P08908. CHO 5-HT1a Ga15 NFAT-bla reporter, antagonist mode;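 active = inhibition above the mean of all tested compounds plus 3 SD, cut at about 43% in these data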;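 also: receptor stimulated by 5-CT agonist at 100 nM near EC80; beta-lactamase reporter measured by ratiometric fluorescence of a cleavable substrate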
Active calls of the source: *; / = not tested or not shown; [ ] = another dose, or the depositor's remark.

SMILES	tolC growth inh	SF1 activator	MMP13 inh	5HT1E ag	NADH enzymes	RORa activator	HTR1E antagonist	HTR1A agonist	5HT1a antag
Cc1nc2ccc(S(=O)(=O)NC(C(=O)NCc3cccs3)C(C)C)cc2s1 (centres undefined)	-10.2	15.3	-7.9	-0.2	4.0%	15.0	-3.0	-2.3	5.1
CCOc1ccc(CCNC(=O)CN2CCN(Cc3ccc(F)cc3)C2=O)cc1OCC	4.4	2.9	-0.5	0.5	0.0%	-5.9	-3.4	2.2	-0.9
Cc1ccc(-n2c(SCC(=O)OC(C)C)nnc2-c2cnccn2)cc1	-3.9	-6.5	-1.6	0.8	4.0%	3.2	-8.0	0.8	2.8
COc1ccc(C2CC(C(F)(F)F)n3ncc(C(=O)Nc4cccc(O)c4)c3N2)cc1OC (centres undefined)	8.6	7.5	1.1	-0.2	4.0%	-2.1	14.8	4.2	/
Cc1cc(C)n(-c2nc3ccccc3[nH]c2=O)n1	-11.9	17.2	-6.1	0.3	11.0%	6.0	-6.2	-1.0	1.0
CCN(CCNC(=O)c1cccc(N2CCCC2=O)c1)c1ccccc1	3.7	19.6	-2.8	1.3	6.0%	-3.0	-8.0	-2.3	7.6
CSc1nc(C)cc(-n2cc(F)c(=O)[nH]c2=O)n1	-11.8	3.5	-0.9	-1.4	3.0%	-5.0	-3.3	-2.3	-13.7
CC(Sc1nc(N2CCOCC2)c2c(c1C#N)CC(C)(C)OC2)C(=O)Nc1ccccc1 (centres undefined)	-9.9	47.6	1.0	0.6	2.0%	30.8	4.2	0.7	-18.0
O=C(Nc1ccc(-n2cnnn2)cc1)C1CCC1	-9.4	3.1	-1.9	-0.2	6.0%	-3.2	8.9	-3.3	0.7
CN(CC(=O)Nc1cccnc1)S(=O)(=O)c1cc(Cl)ccc1Cl	-3.4	6.8	5.5	-1.0	2.0%	11.5	-4.2	1.6	-1.4
O=C(Oc1cccc(Br)c1)c1cccnc1	0.5	10.1	-3.2	-0.4	9.0%	-13.9	-11.2	0.6	2.1
CC1CN(c2oc(-c3ccco3)nc2C#N)CC(C)O1 (centres undefined)	-14.4	15.1	-132.9[fluorescence artefact?]	-0.2	10.0%[fluoresces]	-8.4	4.9	-4.0	20.2
CCOC(=O)c1ccc(NS(=O)(=O)c2c(C)n(C)c(=O)n(C)c2=O)cc1	1.2	-1.0	-0.9	-0.6	1.0%	-16.4	1.8	-2.0	5.6
CSCCC(NC(=O)C1CCC(C)CC1)C(=O)N1CCN(c2ccccn2)CC1 (centres undefined)	16.0	14.8	-11.0	-0.1	3.0%	6.1	1.0	-0.6	10.3
O=C1CC(N2CCN(C(c3ccccc3)c3ccccc3)CC2)C(=O)N1 (centres undefined)	9.5	-23.0	5.0	0.9	3.0%	-12.4	-9.5	1.3	-1.9
CCc1cc2c(=O)c(-c3ccon3)c(N)oc2cc1OC	1.9	33.0	3.5	-0.8	6.0%	2.6	22.3	-4.8	11.4
CCOC(=O)CSC1=C(C#N)C(c2ccc(OC)cc2)C2=C(CC(C)(C)CC2=O)N1 (centres undefined)	9.8	-9.2	-8.4	0.2	9.0%	-1.5	15.7	1.1	/
CCS(=O)(=O)c1ccc(NC(=O)c2ccccc2Cl)c(O)c1	2.9	-6.5	1.9	0.2	4.0%	-12.2	0.1	-3.2	-6.1
Cc1cc(NC(=O)CSc2ccc(-c3nc4cc(C)c(C)cc4[nH]3)cn2)no1	9.6	12.1	-26.9	1.0	8.0%	-2.2	30.6*	1.2	21.9
Cc1ccc(S(=O)(=O)N2CCCC(C(=O)NCc3cccnc3)C2)cc1Cl (centres undefined)	3.6	4.0	0.8	0.3	4.0%	-9.5	7.2	-1.0	-6.0
COc1ccc(NC(=O)CC(NCCc2ccccc2)C(=O)O)c(OC)c1 (centres undefined)	0.7	-6.8	1.4	-1.3	2.0%	13.9	0.8	-0.5	14.2
COC(=O)c1cc(=O)c2ccc(OC)cc2o1	-11.5	20.7	-5.1	-0.9	12.0%	4.0	-7.8	-1.6	-8.9
COc1ccc(N2CCN(C(=O)C(Cc3ccccc3)n3cccc3)CC2)cc1 (centres undefined)	39.2	-8.4	-7.1	1.1	5.0%	1.9	-4.0	0.6	-9.7
COc1cc(C)nc(SCC(N)=O)n1	-9.3	-14.0	-0.5	0.0	7.0%	-6.8	-6.0	-5.6	-1.2
Cc1cccc(Nc2ncccc2C(=O)O)c1C	-5.2	4.4	2.8	-0.1	1.0%	-1.7	-4.8	-0.9	8.0
COc1ccccc1CNC(=O)c1ccc(CS(=O)(=O)c2ccccc2OC)o1	-7.2	-9.0	-2.4	-0.7	4.0%	11.0	-7.8	0.9	1.7
COC(=O)c1ccc(NC(=O)N2CCOCC2)cc1	-12.7	11.6	-3.7	0.4	5.0%	-7.2	-3.5	-1.5	12.2
CC(C)Oc1ccc2c3c(c(=O)oc2c1)CCC3	3.9	-11.0	-114.4[fluorescence artefact?]	-1.2	2.0%[fluoresces]	13.0	6.3	-0.1	14.9
O=C(Cn1[nH]c(=O)c2ccccc2c1=O)Nc1ccc2c(c1)CCC2	33.7	5.9	2.6	-0.4	11.0%	1.7	-8.9	-3.1	2.7
COc1ccc(C2CC(C(F)(F)F)n3nc(C(N)=O)c(Cl)c3N2)cc1OC (centres undefined)	-4.6	-14.4	5.5	1.5	8.0%	-22.0	-2.6	-3.6	7.5
CCC(C)NC(=O)C1CCN(c2nc(C)cc(C)n2)CC1 (centres undefined)	-21.9	9.9	-10.3	0.2	8.0%	-17.1	-5.6	-0.9	-2.0
CCOC(=O)Cc1nnc(NC(=O)C(CC)Sc2nnc3c4ccccc4n(C)c3n2)s1 (centres undefined)	10.9	20.9	0.3	0.9	7.0%	21.5	2.5	2.0	-12.9
Cc1ccc2c(c1)cc(CN(Cc1ccc3c(c1)OCO3)C(=O)c1cnccn1)c1nnnn12	-0.2	-22.1	-0.4	0.4	5.0%	-8.8	5.8	2.1	-5.5
CCC(=O)Nc1ccccc1C(=O)N1CCOCC1	-16.3	20.4	6.2	-0.4	0.0%	8.2	-0.5	-0.4	-8.4
O=C(CSc1nnc(-c2ccco2)n1Cc1ccccc1)c1ccccc1	25.4	50.9*	-3.1	-0.1	6.0%	49.0*	-2.9	-0.6	2.7
O=C(CSc1nnc(-c2ccccc2)o1)Nc1ccccc1F	-4.5	2.0	5.7	1.6	3.0%	-38.9	-6.4	1.9	-2.4
O=C(Nc1cccc2ncccc12)c1ccc2c(c1)OCCO2	-4.8	-11.8	0.8	1.1	3.0%	-8.6	-3.6	0.8	8.5
Cn1c(=O)[nH]c(=O)c2c1nc(NCCCn1ccnc1)n2CCOc1ccccc1	-18.6	4.4	1.7	0.3	6.0%	0.6	-3.8	-4.5	-16.7
CN(C)c1ccc(CNn2cnnc2SCc2ccc(F)cc2)cc1	13.5	-8.8	-3.6	-0.1	6.0%	-17.6	3.8	-2.3	-17.0
CC(C)C(=O)N1CCc2cc(-c3csc(N)n3)ccc21	-10.1	-14.9	-4.7	0.6	2.0%	0.7	-0.3	-0.9	-24.6
O=C(CN1CC(=O)Oc2ccccc21)OCC(=O)c1ccccc1	-8.2	-1.6	2.3	-0.9	5.0%	8.7	-5.4	-0.5	-4.2
O=C(O)CCCCCN1C(=O)CCC1=O	-6.5	2.0	2.2	0.0	5.0%	0.5	1.9	0.5	/
CCCCC(=O)Nc1nnc(C)s1	-13.8	1.9	2.3	0.3	4.0%	-2.7	-6.4	0.0	-7.6
Cc1nnc(NC(=O)CSc2ccccn2)s1	-18.4	0.1	-0.5	-0.1	10.0%	-10.6	-7.8	-1.6	-1.8
COc1ccccc1C(c1nnnn1CCc1ccccc1)N1CCN(c2ccccc2)CC1 (centres undefined)	14.3	1.6	4.3	0.0	5.0%	12.2	-4.4	0.9	-0.7
CCOC(=O)c1c(Nc2ccccc2N)cc(C)nc1C	-10.5	-5.8	2.1	0.7	2.0%	7.4	-4.8	-1.0	-0.9
CSc1cccc(NC(=O)CSc2nnc(C)s2)c1	-4.1	21.6	-0.7	-0.4	2.0%	-12.6	4.0	-1.9	1.7
Cn1c(CN2CCOCC2)nc2cc(NC(=O)c3ccc(F)cc3)ccc21	-5.4	0.1	-4.6	0.3	4.0%	-14.7	-9.3	0.3	-15.8
COc1ccc(C)cc1NC(=O)C1CCCN(S(=O)(=O)c2cccc3nonc23)C1 (centres undefined)	-14.6	-2.8	5.9	0.2	10.0%	-12.6	4.9	-0.9	-9.9
Cn1c(SCC(=O)Nc2ccc(N3CCOCC3)cc2)nnc1-c1ccccc1	-4.7	10.2	-2.4	0.1	2.0%	-16.6	-11.3	1.8	-7.5
O=S(=O)(NC1CCCCC1NS(=O)(=O)c1ccc(F)cc1)c1ccc(F)cc1 (centres undefined)	26.7	2.3	-2.8	0.0	3.0%	-4.7	-5.3	-0.6	-4.9
Cc1onc(-c2c(F)cccc2Cl)c1C(=O)NCc1cccs1	11.9	9.2	1.9	-0.6	3.0%	-15.2	-17.1	-3.8	-14.4
COCCN1C(=O)c2oc3cc(C)c(C)cc3c(=O)c2C1c1cccc(O)c1 (centres undefined)	8.5	10.9	-9.6	0.0	4.0%	-19.5	-2.3	1.2	-3.7
O=C(CCC1COc2ccccc2O1)Nc1ccccn1 (centres undefined)	10.5	9.6	3.5	-0.6	4.0%	-2.0	9.8	-2.4	17.4
CCOC(=O)CSc1nnc(CNC(=O)c2ccc(OC)cc2OC)n1-c1ccc(OC)cc1	-10.5	-14.4	6.0	-1.0	5.0%	-14.2	1.0	-3.4	-3.1
Cc1cc2c(cc1C)NC(CC(=O)NCc1ccccc1)C(=O)N2 (centres undefined)	9.4	21.9	-13.8	0.1	0.0%[fluoresces]	-11.8	-17.7	0.2	-2.8
Cc1cccc(NC(=O)CC2CCC2)c1	-3.7	11.2	-2.1	-0.5	1.0%	-7.7	-5.6	1.6	16.1

An excerpt from above in order of their number in NADH enzymes, high to low.
mol	NADH enzymes
O=S(=O)(NC1CCCCC1NS(=O)(=O)c1ccc(F)cc1)c1ccc(F)cc1 (centres undefined)	3.0%
CCOC(=O)c1c(Nc2ccccc2N)cc(C)nc1C	2.0%
Cc1cccc(NC(=O)CC2CCC2)c1	1.0%

High-throughput results as filed in PubChem BioAssay.
